# Dyrk1A ADPGlo: blocks rat Dyrk1A kinase activity; 0.43% of 310,000 active; AID 504441; Q63470; inhibition, % at 12.5 µM; ADP-Glo luminescence, NFATc1 peptide; in the data active = inhibition above about 50%;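 also: plate controls were vehicle with enzyme for no effect and no enzyme for full effect; many of its hits are not listed in these tables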
# KLF5 inhibitor: kruppel-like factor 5 inhibition; AID 1700; 0.23% of 290,000 active; inhibition, % at 5 µM; DLD-1 KLF5 promoter-luciferase reporter, luminescence;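 active = inhibition above a per-plate limit of that plate's mean compound inhibition plus 3 SD, cut at about 60% in these data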;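 also: 0% = DMSO wells and 100% = LY294002 at 200 µM; higher means less KLF5 promoter-driven luciferase light; inactives centre near -14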
# HSF-1 act: increases HSF-1 driven luciferase reporter signal; AID 504408; NIH3T3-HGL HSF-1 luciferase reporter, MG132, 8 h; 100% = twice DMSO control signal; 1.7% of 300,000 active; activation, % at 9 µM;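 active = mean replicate activation of at least 50% with a set share of replicates each reaching 50%; inconclusive = only one of those two conditions met; inactive = mean below 50% and too few replicates reaching it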;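 also: 0% = median of the neutral control wells and 100% = twice that signal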
# HSF1 inhib: HSF1 inhibition; NIH3T3-HGL HSE-luciferase, MG132-induced, luminescence 8 h; stronger effect = lower value; activity change, negative = inhibition, % at 7.5 µM (by protocol); 0.77% of 300,000 active; AID 2098;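 active = more than half of replicate wells show activity change below -50%, luminescence cut by over half; inconclusive = some wells, but at most half, below -50%; inactive = no replicate well below -50%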;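 also: luciferase reports HSF-1 transcriptional activity via heat shock element; 0% = median of DMSO wells and -100% = zero luminescence signal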
# Platelet DG rel: modulates dense granule release in human platelets | human platelet-rich plasma, SFLLRN dense granule ATP release, luminescence | inhibition, %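 (compounds screened at 7.5 µM in platelet-rich plasma)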 | 0.22% of 300,000 active;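 active = mean replicate score, as percent of positive control, at or above 50; inconclusive = mean below 50 but at least one replicate at or above 50; inactive = mean and every replicate below 50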
# GSK3beta inhib: blocks human GSK3beta kinase activity. GST-GSK3beta kinase, ADP-Glo luminescence, 60 min; stronger effect = lower value. P49841. 0.038% of 300,000 active. activity score (negative = inhibition), % at 10 µM;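 active = more than half of replicate wells score below -50%, meaning over 50% inhibition versus plate controls; inconclusive = some replicates but at most half score below -50%; inactive = no replicate scores below -50%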;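 also: 0% = median DMSO wells and -100% = median GW8510 positive control wells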
# Target sequence (P49841 whole entry, looked up): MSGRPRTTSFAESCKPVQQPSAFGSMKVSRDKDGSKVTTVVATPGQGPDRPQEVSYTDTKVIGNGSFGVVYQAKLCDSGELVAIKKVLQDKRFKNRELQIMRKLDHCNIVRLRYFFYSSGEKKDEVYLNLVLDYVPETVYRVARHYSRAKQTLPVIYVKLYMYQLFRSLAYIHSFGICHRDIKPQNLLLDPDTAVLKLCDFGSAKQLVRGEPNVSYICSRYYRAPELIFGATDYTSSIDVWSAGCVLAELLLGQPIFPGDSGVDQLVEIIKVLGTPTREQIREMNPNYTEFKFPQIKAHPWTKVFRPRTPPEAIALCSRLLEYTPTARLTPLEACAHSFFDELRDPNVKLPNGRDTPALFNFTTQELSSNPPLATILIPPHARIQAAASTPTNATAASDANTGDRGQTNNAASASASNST
#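 Test system: GST-fused GSK3beta enzyme, cell-free | Quantity: 1.6 ng GST-GSK3beta enzyme per well | Reagent: 25 µM ATP with peptide substrate | Schedule: 60 min enzyme reaction, room temperature | Signal: Luminescent ADP-Glo measurement of ADP formed | Read-out basis: Score relative to plate controls | Control set: DMSO and 20 µM GW8510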
# GSK3A inh: blocks human GSK-3 alpha kinase; ADP-Glo luminescence, 60 min; inhibition, % at 10 µM; 0.1% of 320,000 active; AID 2650;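 in the data active = inhibition above about 50%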;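 also: GST-tagged GSK-3 alpha with peptide substrate and 25 µM ATP; 0% = DMSO neutral wells and 100% = GW8510 positive control wells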
# Target sequence (P49840 whole entry, looked up): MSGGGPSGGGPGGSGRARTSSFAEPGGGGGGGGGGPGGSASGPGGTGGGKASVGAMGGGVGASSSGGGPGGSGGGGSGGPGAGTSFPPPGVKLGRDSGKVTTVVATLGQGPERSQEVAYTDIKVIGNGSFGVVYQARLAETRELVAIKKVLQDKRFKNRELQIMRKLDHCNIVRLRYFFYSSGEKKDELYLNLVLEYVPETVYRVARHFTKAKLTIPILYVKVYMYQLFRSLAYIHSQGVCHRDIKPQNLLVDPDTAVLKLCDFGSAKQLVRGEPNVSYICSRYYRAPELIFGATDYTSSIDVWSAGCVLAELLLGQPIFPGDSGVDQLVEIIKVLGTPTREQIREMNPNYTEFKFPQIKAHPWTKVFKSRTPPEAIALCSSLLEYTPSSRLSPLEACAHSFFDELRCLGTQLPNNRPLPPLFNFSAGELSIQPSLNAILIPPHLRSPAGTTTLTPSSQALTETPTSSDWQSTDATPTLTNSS
# IEC-6 cytotox: IEC-6 cytotoxicity, counter-screen for KLF5 inhibitors; luminescence viability; inhibition, % at 5 µM; 0.78% of 290,000 active; AID 1825; in the data active = inhibition above about 22%;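 also: 0% = plate median of test compound wells and 100% = cytotoxic reference compound wells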
# aSyn 5UTR inh: 5' untranslated region of α-synuclein, MLPCN primary screen; alpha-synuclein 5'UTR reporter, inhibitor activity; inhibition, % (tested at 7.5 µM); 0.82% of 300,000 active; AID 1813; in the data active = inhibition above about 60%; inconclusive = no clear call, values can overlap the other calls;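 also: H4 neuroglioblastoma cells stably carrying SNCA 5'UTR luciferase fusion; 0% = DMSO wells and 100% = positive control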
# HSP90 inh: HSP90 refolding inhibition in rabbit reticulocyte lysate. luciferase refolding luminescence, 3 h. inhibition, % at 5.6 µM. 0.91% of 290,000 active. AID 1789;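 active = inhibition above the screen-wide mean plus 3 SD, computed separately per campaign, cut at about 16% in these data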;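 also: 0% = DMSO wells and 100% = 60 µM geldanamycin wells; inhibitors lower the luminescence because luciferase stays unfolded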
# * = called active by the depositor; u = inconclusive; x = not tested or not shown. Some of the compounds tested. The share of hits here may be higher or lower than overall.
SMILES,Dyrk1A ADPGlo,KLF5 inhibitor,HSF-1 act,HSF1 inhib,Platelet DG rel,GSK3beta inhib,GSK3A inh,IEC-6 cytotox,aSyn 5UTR inh,HSP90 inh
Cc1cc2nc(-c3ccc(SCc4ccc(C(=O)O)cc4)nc3)[nH]c2cc1C,0,-6,16,8,-1,1,-4,-7,-160,6
CS(=O)(=O)N1CCc2cc(S(=O)(=O)Nc3ccc4oc5c(c4c3)CCCC5)ccc21,-2,-21,-13,-11,15,-2,2,4,19,-3
Cc1ccc2nc(Cl)c(/C=N/Nc3ccc(C(=O)O)cc3)cc2c1,34,-72,17,17,8,0,30,10,15,29*
COc1ccc(CNC(=O)C(c2ccncc2)N(C(=O)Cc2cccs2)c2cccnc2)cc1 (stereo not drawn),-12,-17,-1,-7,-2,0,0,-4,6,3
Cc1cc(C)c(C(=O)CSc2n[nH]c(=O)n2C2CC2)cc1C,1,-37,-10,3,-2,-1,-1,-8,-25,4
CS(=O)(=O)N1CCN(c2nc3ccccc3s2)CC1,0,-42,4,4,10,3,-4,0,-80,1
CCOC(=O)C1CCN(S(=O)(=O)c2ccc3oc(=O)ccc3c2)CC1,3,2,13,3,-33,-1,0,1,-6,-1
CCOC(=O)c1ccc(NC(=O)c2nc[nH]c2C(=O)N[C@@H](CC(C)C)C(=O)OC(C)(C)C)cc1,10,x,-18,-2,2,2,-1,x,22,x
CN(C)S(=O)(=O)c1cccc(NC(=O)COC(=O)c2cccc(S(=O)(=O)N3CCc4ccccc4C3)c2)c1,-3,8,23,0,23,0,0,3,24,-3
CCNC(=O)NC(=O)C(C)OC(=O)C1CCN(S(=O)(=O)c2ccc(C)c(C)c2)CC1 (stereo not drawn),-7,-20,-13,-12,-5,-1,-2,-2,9,-2
CN1CCN(c2ccccc2NC(=O)c2sc3ccccc3c2Cl)CC1,11,-10,12,0,2,0,-1,-2,-23,2
Cc1ccc(Cn2ccc(NC(=O)c3cc(-c4cccc(Cl)c4)on3)n2)cc1,-1,0,4,-5,8,-1,-4,-2,5,2
COc1ccc(Cl)cc1NS(=O)(=O)c1cccc(C(=O)NCCCN2CCCC2=O)c1,-4,-21,3,2,20,-3,-2,1,-4,0
O=C1c2cccc(Cl)c2C(=O)c2c1cccc2N1CCCC1,33,-22,0,-4,3,2,3,-1,41,-1
CCn1cc(/C=N\NC(=O)Cc2ccc([N+](=O)[O-])cc2)c(C)n1,-2,-28,1,-5,2,0,-3,-4,0,3
Cc1cc(Cl)ccc1NC(=O)CN1CCCC1,-2,-28,1,-3,3,-5,1,-5,3,3
CCOc1cc(C(C(=O)NCC2CCCO2)N(C(=O)Cn2nnc3ccccc32)c2ccc(NC(C)=O)cc2)ccc1O (stereo not drawn),-6,-38,-13,-4,9,0,-2,0,15,0
O=C(Nc1ccc(F)cc1)c1ccc2nc[nH]c2c1,2,-31,-16,7,4,-1,8,-18,-82,0
CCOC(=O)C1=C(C)N(C)C(C)=C(C(=O)OCC)C1c1cccnc1,3,0,-14,10,4,1,4,2,26,2
CC(C)c1ccc(NC(=O)N2CCOCC2)cc1,8,-68,3,-4,3,2,-5,9,-107,-2
O=C(NCc1ccc(Cl)cc1)c1cc(-c2ccco2)on1,-4,1,6,3,-11,0,-2,0,3,1
O=C1c2ccc(Oc3ccc4c(c3)C(=O)N(CCCO)C4=O)cc2C(=O)N1CCCO,1,2,-16,-3,32,2,4,7,5,-3
COc1cccc(C2=NOC(C(=O)Nc3ccccc3SC)C2)c1 (stereo not drawn),-1,-62,1,3,1,-3,-1,-1,-2,-3
COc1ccc(OC)c(CCNC(=O)c2nn(C)c3c2CS(=O)(=O)c2ccccc2-3)c1,-1,-13,-3,5,2,2,-2,-4,24,-2
O=C(O)c1ccccc1NS(=O)(=O)c1ccc2c(c1)OCCO2,-4,-32,0,-2,-4,-1,-7,7,-12,1
SMILES,Dyrk1A ADPGlo,KLF5 inhibitor,HSF-1 act,HSF1 inhib,Platelet DG rel,GSK3beta inhib,GSK3A inh,IEC-6 cytotox,aSyn 5UTR inh,HSP90 inh
Cc1c(CCC(=O)NCCCn2ccnc2)c(=O)oc2cc3occ(C(C)(C)C)c3cc12,9,-5,-7,0,3,-6,3,0,-12,-5
COc1ccc(Cl)cc1S(=O)(=O)N1CCCC(C(=O)NCc2ccccc2)C1 (stereo not drawn),10,-25,-13,0,12,-1,-3,-3,9,-2
Cc1ccnc(NC(=O)CS(=O)(=O)c2ccccc2)c1,-4,-26,-59,-44,13,0,0,4,-33,-1
Cc1nc2ccccn2c1P(=O)(N1CCCCC1)N1CCCCC1,-1,-8,7,-2,-8,-4,5,-2,-2,-2
CCOC(=O)c1cnc(SCc2nc(N)nc(Nc3ccc(F)cc3)n2)nc1N,3,10,9,15,1,-5,4,6,-32,3
CCOc1ccc(C(=O)OCn2nnc3ccccc3c2=O)cc1OC,-4,3,-1,-4,-2,2,-3,-7,15,1
O=C(C1=C[C@@H](C2CC2)C[C@@H](OCc2ccc(CO)cc2)O1)N1CCN(Cc2ccc3c(c2)OCO3)CC1,10,-11,25,15,-1,3,-5,-3,3,5
O=C(CCC(=O)NNC(=O)Nc1cccc(Cl)c1)NCc1ccccc1,x,16,8,-9,5,-1,1,-2,16,1
C/C(=C\c1ccccc1)CN1CCN(c2cccc(Cl)c2)CC1,-4,4,22,3,7,-16,-4,-10,6,-2
Cc1noc(NS(=O)(=O)c2ccc(N3C(=O)c4ccccc4C3=O)cc2)c1C,6,-12,-1,0,-8,1,-3,4,18,-1
Cc1ccc(CNC(=O)c2cc(=O)c3cc(C)ccc3o2)cc1,0,-13,-10,-1,0,1,-2,-2,-6,5
Cn1c2ccc(F)cc2c2nnc(SCCN3CCCCC3)nc21,2,13,2,7,3,1,x,6,-18,2
O=C(Nc1ccc(S(=O)(=O)N2CCCCC2)cc1)C1CCN(C(=O)c2ccco2)CC1,-7,-11,u,38,3,x,-2,-2,20,1
O=C(NCC(O)CO)c1csc(Nc2cccc3ccccc23)n1 (stereo not drawn),12,-24,-8,-6,7,-3,-2,2,53,-6
CN(CC(=O)N1CCc2ccccc2C1)S(=O)(=O)c1ccc2c(c1)c(=O)n(C)c(=O)n2C,3,-13,x,x,x,x,-3,-6,x,-5
O=C(N/N=C/c1cn(-c2ccccc2)nc1-c1cccnc1)c1ccc(F)cc1,6,-7,46,5,10,2,-1,4,-11,-2
COc1cc(NCCCC(C)N)c2ncccc2c1 (stereo not drawn),18,-2,34,18,-3,-9,x,16,9,23*
Cc1cc(NC(=O)COC(=O)CCC(=O)c2ccc(F)cc2)no1,3,-7,-31,-13,2,-2,-2,1,7,1
COc1ccc2nnc(-c3ccc(C(F)(F)F)cc3)n2n1,x,2,-91,-89*,0,-7,9,8,14,-3
Cc1ccccc1-c1noc(-c2ccc(Cl)cc2)n1,-5,-10,32,9,5,1,x,1,-192,-1
CCc1nnc(NC(=O)CSc2nccn2-c2cccc(C)c2C)s1,-2,4,42,15,1,-1,-7,2,3,-2
CCCNC(=O)CSc1nnc(C)s1,1,-35,x,x,x,x,-5,1,x,0
CN1C(=O)C(C)(C)c2cc(S(=O)(=O)NCc3ccc(C(=O)NCc4ccco4)cc3)ccc21,12,-25,14,7,-12,1,-2,6,15,2
CCCN(CC(=O)Nc1ccc(Cl)cc1Cl)C(=O)c1ccc(=O)[nH]c1,6,0,-3,0,6,1,0,1,4,-3
CCOc1ccc2nc(NCCO)[nH]c2c1,2,-4,4,-5,u,-1,-1,-3,5,2
SMILES,Dyrk1A ADPGlo,KLF5 inhibitor,HSF-1 act,HSF1 inhib,Platelet DG rel,GSK3beta inhib,GSK3A inh,IEC-6 cytotox,aSyn 5UTR inh,HSP90 inh
COc1cccc(/C=N/n2c(C3CCCCC3)n[nH]c2=S)c1,-6,-30,4,-3,x,1,8,-4,13,-3
O=C(Nc1ccc(Br)cc1)c1ccc(F)c(S(=O)(=O)NCc2cccs2)c1,-3,22,3,5,25,2,-6,10,7,5
O=C(Nc1cccc2ccccc12)c1ccc(Br)o1,6,7,x,x,x,x,x,4,x,2
CC(=O)c1c(O)ccc2c(-c3ccccc3)cc(=O)oc12,-1,-20,-8,-5,10,-3,1,-8,34,-3
CCN(CC)S(=O)(=O)c1ccc(N2CCOCC2)c(NC(=O)Cc2cccc3ccccc23)c1,-8,-14,20,6,0,0,-1,-6,15,-3
CC(C)CNC(=S)N1CCN(c2nc3ccccc3s2)CC1,-1,-9,-9,-2,6,0,0,3,15,0
COc1ccc(CNC(=O)CN2CCN(c3cccc(C)c3C)CC2)cc1,-1,-13,-10,-2,4,2,0,-10,10,-2
COCCNC(=S)N(C)C1(c2ccccc2Cl)CCCCC1=O (stereo not drawn),-2,-15,-9,5,-1,0,-1,-2,7,-1
O=C(O)CCC(=O)Nc1nc(-c2ccccc2)cs1,3,-21,3,0,-1,4,-1,3,-16,-3
NC(=O)c1nnn(-c2cccc(C(F)(F)F)c2)c1-c1ccccc1,2,-14,-12,-3,21,1,-1,1,-8,-1
O=C(CCCC(=O)c1ccccc1)NCCc1ccccc1,-1,3,9,-1,x,3,-4,-2,8,-3
COC(=O)CC(NS(=O)(=O)c1cccs1)c1cccc2ccccc12 (stereo not drawn),1,6,4,-9,0,3,2,-7,-7,2
Cc1ccc(S(=O)(=O)NNC(=S)Nc2cccc(F)c2)cc1,6,-4,8,3,6,-1,-2,5,-12,3
Cc1ccccc1C(=O)NC1CCN(CC(=O)Nc2ccc(Br)cc2)CC1,3,-25,-4,2,4,x,-4,-6,19,-2
O=C(CN(C(=O)CNS(=O)(=O)c1ccccc1)c1ccc2c(c1)OCCO2)NCc1ccco1,0,-6,1,2,1,0,0,0,5,4
O=C(O)c1c(NC(=O)N2CCOCC2)sc2c1CCCC2,-3,-21,1,-6,1,4,-2,-2,-13,0
O=C(COC(=O)C1CC(O)CN1S(=O)(=O)c1ccc(Cl)cc1)c1ccccc1Cl (stereo not drawn),0,-48,11,12,-14,0,2,5,0,-1
CNc1cc([N+](=O)[O-])ccc1N/C=C/C(=O)c1cccs1,4,-21,6,12,-2,2,0,5,-10,1
CN(Cc1nc(-c2cnccn2)no1)C1CC(C)(C)NC(C)(C)C1,0,-37,-4,-1,2,3,-2,5,-8,-1
C=CCOc1nc2c(c(=O)n(C)c(=O)n2C)n1Cc1ccc(Cl)cc1,-4,-3,8,0,2,-2,-1,2,22,1
O=C(Nc1ccccc1)Nc1cccc(Cl)c1,12,-98,x,x,-4,0,-1,9,x,3
CN(C)CCSc1nc(N)c2c3c(sc2n1)CN(C)CC3,14,2,-3,-3,1,-5,24,5,11,4
CC1(NC(=S)NCCO)CCS(=O)(=O)C1 (stereo not drawn),0,9,2,-3,0,6,-5,-1,6,2
CN(C(=O)c1ccccc1-c1ncc[nH]1)C1CCCN(Cc2ccccc2F)C1 (stereo not drawn),-3,-4,-7,-2,-8,0,-1,6,1,4

# Source: PubChem BioAssay
